Giardia killer = Giardia lamblia killing; Giardia lamblia trophozoite viability; activity change, % at 7.66 µM, hits read low; 340,000 tested, 0.15% active; AID 540267; in the data active = activity change below about -80%; inconclusive = between about -30% and that limit;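 note: parasites exposed to compound for two days anaerobically before the ATP read; % is set by controls: 0 for no effect and ±100 for the full control effect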
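Trophozoite viability was measured as ATP-dependent luminescence, read 15-30 min after reagent addition. Before that, parasites at 100 cells/well were exposed to compounds for 48 h, anaerobically, at 37 deg C.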
Coupling enz = coupling enzyme interference in Giardia aldolase counter-screen; AID 2472; 290,000 tested, 0.67% active; coupling enzyme system counterscreen, AmpLite Red fluorescence; activity change, negative = inhibition, % at 58.2 µM, hits read low; in the data active = activity change below about -30%; note: % is set by controls: 0 for no effect and ±100 for the full control effect
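Counterscreen lacking aldolase: glyceraldehyde-3-phosphate coupling-enzyme reagent preincubated 10 min at RT with compound (at 57.5 uM final), then substrate/coupling system with AmpLite Red added; fluorescence read at 525/598 nm after 20 min RT.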
B2AR arrestin = recruits beta-arrestin to the human beta2-adrenergic receptor. Potency, µM (top dose mostly 46.1 µM), without a hit: top-dose activation, hits mostly activators. 330,000 tested, 0.02% active. beta-arrestin recruitment to beta2AR, cell-based reporter. P07550;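 note: potency is the fitted concentration of half-maximal effect; 0% = DMSO controls and full agonism = EC100 isoproterenol or metaproterenol; nearly all actives have a fitted effect of over 65% in size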
KCNH2 3.1 block = blocks the human KCNH2 3.1 channel isoform. activity change, % (tested at about 1.8 µM). 340,000 tested, 0.95% active. U2OS KCNH2 3.1, thallium flux FluxOr; hits give low values;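 active = maximum activity change below -70%; inconclusive = maximum activity change from -70% to -50%; inactive = maximum activity change above -50%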;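 note: thallium influx rate constant from kinetic fluorescence after stimulation buffer; % is set by controls: 0 for no effect and ±100 for the full control effect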
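Virally transduced U2OS (3.1 isoform, 4 h infection in dark at RT) → overnight 37 C → FluxOr + Red40 in HBSS/HEPES, 45 min → stimulation buffer, 2 min kinetic read → rate constant vs DMSO controls.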
GALK inhibitor = inhibitors of human galactokinase; P51570; Purified GALK, Kinase-Glo residual ATP luminescence; Potency, µM (doses to about 57.5 µM), for inactives: at the highest dose activity change, negative = inhibition, hits mostly inhibitors; 270,000 tested, 0.007% active; note: potency is the fitted concentration of half-maximal effect; % is set by controls: 0 for no effect and ±100 for the full control effect
Target sequence (P51570 whole entry, looked up): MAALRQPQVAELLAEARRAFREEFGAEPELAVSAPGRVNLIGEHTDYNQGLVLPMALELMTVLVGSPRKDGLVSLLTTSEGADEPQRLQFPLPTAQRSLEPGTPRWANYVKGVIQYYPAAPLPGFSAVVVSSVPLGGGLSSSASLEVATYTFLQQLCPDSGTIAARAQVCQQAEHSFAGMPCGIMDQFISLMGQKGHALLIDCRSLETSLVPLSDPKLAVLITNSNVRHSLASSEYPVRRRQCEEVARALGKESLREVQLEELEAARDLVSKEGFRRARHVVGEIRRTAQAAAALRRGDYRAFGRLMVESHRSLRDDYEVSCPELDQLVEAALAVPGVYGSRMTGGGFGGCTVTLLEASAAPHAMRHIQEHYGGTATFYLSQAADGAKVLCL
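ATP-depletion format; final 35 uM ATP, 100 uM D-galactose, 5 nM enzyme; pH 8.0 HEPES/Mg2+ buffer; 60 min RT; luminescence read 10 min after detection reagent.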
KCNH2 WT inh = KCNH2 (human, wildtype) channel inhibition; 340,000 tested, 0.37% active; Q12809; activity change, % at 1.84 µM; AID 720551; U2OS, BacMam KCNH2, thallium flux FluxOr; hits give low values;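 active = maximum activity change below -70%; inconclusive = maximum activity change between -70% and -50%; inactive = maximum activity change above -50%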; note: % is set by controls: 0 for no effect and ±100 for the full control effect
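U2OS cells transduced with wild-type KCNH2 virus are loaded with FluxOr dye for 45 min, and thallium flux is measured in kinetic reads before and after stimulation buffer. Rate constants are normalized to DMSO controls.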
USP2a block = USP2a (human) protease inhibition; O75604; USP2 core, Ub-CHOP2 coupled fluorogenic reporter, 485/531; Potency, µM (top dose mostly 38.3 µM), without a hit: at the highest dose activity change, negative = inhibition, most hits filed as inhibitors; 330,000 tested, 0.01% active; AID 463254;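 note: potency is the fitted concentration of half-maximal effect; plate controls were DMSO wells for no effect and full inhibition by NEM control for full effect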
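USP2 core (10nM final) preincubated 30min RT with compound in 20mM Tris-HCl pH 8.0, 2mM CaCl2, 2mM beta-mercaptoethanol, 0.05% CHAPS; 25nM Ub-CHOP2 plus 25nM reporter substrate added, fluorescence (Ex485/Em531) read after 60min.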
Menin MLL FP TR = displaces Texas Red mutant MLL peptide from human menin; Potency, µM (doses to about 61.6 µM), for the others: top-dose FP activity change, negative = inhibition, most hits filed as inhibitors; AID 1768; 270,000 tested, 0.23% active; Menin + Texas Red MLL mutant peptide, fluorescence polarization; O00255; active = well fitted inhibition curve with a large enough effect in the polarisation, with a control signal flat, not every such curve was filed as active; inconclusive = small, poorly fitted or top-dose-only effect, or effect the other way, or a change in a side signal; inactive = no such curve, though single readings can be large or run the other way; the % refers to the polarisation; note: potency is the fitted concentration of half-maximal effect; % of control where 0% means no effect; many of its hits are not listed in these tables
TRPV1 agonist = agonists of human vanilloid receptor 1 (TRPV1) | TRPV1-expressing cells, Fluo-8 calcium influx, agonist mode | 320,000 tested, 0.19% active | AID 540275 | activation, % at 8.33 µM; in the data active = activation above about 80%; inconclusive = between about 30% and that limit; note: 0% is about no effect
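TRPV1-expressing cells were cultured overnight at 35.5C and loaded with Fluo-8 calcium dye for 40 to 90 min at room temperature. After a 10 s baseline, compound was added and calcium influx was read kinetically for 3 min (ex 480/em 520 nm).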
MLL CXXC-DNA inh = blocks binding of human MLL CXXC domain to DNA; Q03164; Potency, µM (highest dose often 115 µM), for inactives: at the top dose activity change, negative = inhibition, actives largely listed as inhibitors; 290,000 tested, 0.037% active; MLL-CXXC / FITC-HOXA9 DNA fluorescence polarization; active = well fitted inhibition curve with a large enough effect in the polarisation, with a control signal flat, not every such curve was filed as active; inconclusive = small, poorly fitted or top-dose-only effect, or effect the other way, or a change in a side signal; inactive = no such curve, though single readings can be large or run the other way; the % refers to the polarisation; note: potency is the fitted concentration of half-maximal effect
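Purified MLL-CXXC (added from a 7 uM solution) was preincubated 5 min at ambient with pinned compounds in 50 mM Tris-HCl pH 7.5, 50 mM NaCl, 1 mM DTT, 0.05% BSA. Fluorescein-labeled HOX-A9 DNA (50 nM solution) followed, 30 min, then polarization read.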
PKM2 act = increases activity of human pyruvate kinase M2; purified PKM2, Kinase-Glo ATP luminescence, activation; response scale: 0% is enzyme alone, no compound; P14618; 260,000 tested, 0.34% active; Potency, µM (top dose mostly 57.5 µM), for inactives: top-dose activation, most hits filed as activators; AID 1631; note: potency is the fitted concentration of half-maximal effect; % is set by controls: 0 for no effect and ±100 for the full control effect; nearly all actives have a fitted effect of over 55% in size
Target sequence (P14618 whole entry, looked up): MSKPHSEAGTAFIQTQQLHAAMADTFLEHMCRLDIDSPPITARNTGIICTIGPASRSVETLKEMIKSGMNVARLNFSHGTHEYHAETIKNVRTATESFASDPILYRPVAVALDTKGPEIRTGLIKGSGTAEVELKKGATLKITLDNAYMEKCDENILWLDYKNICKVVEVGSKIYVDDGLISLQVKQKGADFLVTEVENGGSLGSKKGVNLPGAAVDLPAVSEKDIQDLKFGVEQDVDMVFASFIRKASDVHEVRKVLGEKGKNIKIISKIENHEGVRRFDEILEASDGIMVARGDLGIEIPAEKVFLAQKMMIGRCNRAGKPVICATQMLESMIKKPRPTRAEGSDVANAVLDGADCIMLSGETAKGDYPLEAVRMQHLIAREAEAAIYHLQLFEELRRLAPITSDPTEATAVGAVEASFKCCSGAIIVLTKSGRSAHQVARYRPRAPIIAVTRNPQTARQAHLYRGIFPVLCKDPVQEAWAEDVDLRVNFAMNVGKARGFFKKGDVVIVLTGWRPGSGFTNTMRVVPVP
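Purified hPK-M2 (>95%) run at intermediate activity with 0.1 mM ADP and 0.5 mM PEP in 50 mM imidazole pH 7.2, KCl, MgCl2; 1 h room temperature. ATP formed read by Kinase-Glo luminescence; normalized to uninhibited and no-enzyme controls.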
Starred values were filed as active, the others as inactive; ? = inconclusive; . = no result given; & = joins results of further samples; ! = repeats disagree; [ ] = dose if it differs, or a comment. Unless noted, calls come from the whole dose curve; as a rule, active = well fitted curve in the direction sought with a large enough effect; inconclusive = small, poorly fitted or top-dose-only effect, or another doubt; inactive = no such curve, though single readings can be large; an effect the other way counts as inactive or inconclusive.

SMILES	Giardia killer	Coupling enz	B2AR arrestin	KCNH2 3.1 block	GALK inhibitor	KCNH2 WT inh	USP2a block	Menin MLL FP TR	TRPV1 agonist	MLL CXXC-DNA inh	PKM2 act
CC(=O)N1CCSc2ccc(S(=O)(=O)NCc3ccc(F)cc3)cc21	35[activator]	.	0.2%	9	-4%	1	3%	.	2	-2%	.
Cc1cc(Cl)ccc1NC(=O)CCC(=O)N/N=C/c1cc([N+](=O)[O-])ccc1O	-2	9	0.2%	16	8%	1	0%	?	0	-11%	-16%
COc1ccc(Br)cc1C(=O)Nc1ccccc1-c1ccccc1	-6	1	-1.7%	-2	0%	24	-1%	-1%	-4	-6%	9%
O=S(=O)(Nc1ccc(S(=O)(=O)N2CCCC2)cc1)c1ccccc1Br	17	.	0.1%	17	.	15	1%	.	0	.	.
CCCCSCCCNC(=O)C1CCC(CNS(=O)(=O)c2ccc(NC(C)=O)cc2)CC1 (stereo not given)	?	6	-0.3%	-17	.	-10	-3%	?	0	13%	.
CN(CCCNC(=O)Cn1cccc1C(=O)c1ccccc1)C1CCCCC1	-6	0	-0.1%	5	1%	37	-1%	-14%	2	0%	2%
COc1cc(NC(=S)N2c3ccccc3CC2C)cc(OC)c1 (stereo not given)	-10	-2	-0.4%	-7	4%	-23	0%	23%	-4	10%	-2%
CC(C)NC(=O)c1onc(CSc2ccc(F)cc2)c1C(=O)NC(C)C	-29	.	0.1%	-5	.	11	-2%	.	20	.	.
Cc1cc(S(=O)(=O)NCc2cccs2)ccc1-n1cnnn1	-13	-3	-1.0%	-4	.	0	3%	6%	2	0%	14%
CCNC(=S)N/N=C/c1cn(Cc2ccc(F)cc2)c2ccccc12	-12	0	-0.5%	16	1%	3	?	0%	-1	11%	13%
O=C(CCCCCn1c(=S)[nH]c2ccccc2c1=O)NCc1ccc2c(c1)OCO2	3	0	0.3%	-4	1%	-1	1%	6%	2	43%[activator]	-2%
Cc1nn(-c2ccccc2)c(C)c1NC(=O)COC(=O)C1CC(=O)N(CCc2ccccc2)C1 (stereo not given)	-10	.	-0.4%	-6	.	-7	5%	.	0	.	.
COc1ccc(N2CCN(C(=O)CCCOc3cc(=O)n(C)c4ccccc34)CC2)cc1	-18	-2	-0.1%	17	2%	1	1%	?	-2	-10%	-2%
Cc1occc1C(=O)N=Nc1c(O)n(C)c2ccccc12	-26	5	-1.5%	-6	0%	-1	1%	4%	1	-1%	0%
COC(=O)c1ccc2c(=O)[nH]c(CSc3nc(-c4ccc(F)cc4)cs3)nc2c1	2	1	1.8%	0	0%	-8	-2%	4%	-2	-5%	2%
COc1cccc(C2CC(=O)Nc3cc(OC)c(OC)cc32)c1 (stereo not given)	-8	-1	-0.9%	9	-5%	3	2%	-2%	0	2%	0%[11.5 µM]
CC(=O)Oc1ccc(N(C(C)=O)S(=O)(=O)c2cccs2)cc1	6	7	0.3%	-2	2%	10	0%	7%	1	8%	-15%
COc1cccc(/C=C/C(=O)NCCc2ccc3c(c2)OCCO3)c1	-22	-2	-0.3%	-8	0%	-3	3%	-16%	-5	17%	1%
CCCc1nn2c(=O)cc(CSCC(=O)Nc3nnc(C(C)C)s3)nc2s1	-29	.	-0.1%	18	-2%	-19	2%	.	-1	25%	.
C=CCN1C(=O)c2ccc(C(=O)N3CCN(S(=O)(=O)c4cccc([N+](=O)[O-])c4)CC3)cc2C1=O	9	.	0.1%	0	.	2	0%	.	-1	.	.
Cc1ccc(CN2CCN(c3ccccn3)CC2)s1	-13	-9	-0.1%	-5	1%	13	-4%	-6%	?	-15%	-5%
COc1ccc(-c2nc3c(Br)c(N)c(Br)cc3o2)cc1	10	-4	-1.1%	-8	-1%	1	0%	?	11	-4%	-17%
CCc1ccccc1Nc1nc(N)nc(COC(=O)c2c(C)noc2C)n1	0	.	-0.1%	1	.	-3	-7%	.	-3	.	.
Cc1ccccc1OCc1n(CC(=O)OC2CC(C)CCC2C(C)C)c2ccccc2[n+]1C (stereo not given)	-2&-2	-2&-2	0.1%&-0.2%	-10&-7	2%&-4%	-82*!	8%&-3%	?	4&23	19%&32%	1%&3%
Cc1cc(=O)n2c3c(sc2n1)C(=O)N(Cc1ccccc1)C3=O	.	2	0.2%	.	-3%	.	1%	5%	2	-7%	28µM*
CCC1CCCCN1S(=O)(=O)c1ccc(S(=O)(=O)N(Cc2cccs2)C2CC2)cc1 (stereo not given)	-8	1	0.1%	1	4%	0	-1%	0%	4	6%	7%
COc1ccc(C2CC(c3cccs3)=NN2C(=O)CSc2nc3ccccc3o2)cc1 (stereo not given)	0	-4	-0.5%	10	0%	9	0%	0%	0	-16%	10%
O=C(CN1C(=O)C2CCc3[nH]c4ccccc4c3C2C1=O)N1CCCC1 (stereo not given)	-11	-2	-0.2%	1	0%	3	2%	4%	0	-5%	-7%
O=C(Nn1cnnc1)c1cc(Cl)ccc1Cl	11	2	-0.8%	11	-5%	-1	2%	1%	0	2%	0%
O=[N+]([O-])c1ccc(Sc2cccc3cccnc23)c2cccnc12	-7	-34*	-0.4%	11	1%	.	14%	35%[activator]	-1	15%	-5%
COC(C)(C)c1cc(C(C)(C)C)nc(N)n1	3	3	-0.1%	-1	0%	7	0%	21%	1	4%	0%
O=C(COC(=O)Cc1ccsc1)NCc1ccc(Cl)cc1	30	4	-0.8%	-2	-3%	1	-1%	9%	?	3%	-6%
C[C@H](CO)N1C[C@H](C)[C@@H](CN(C)S(=O)(=O)c2ccc(F)cc2)Oc2ccc(NC(=O)Cc3ccccc3)cc2C1=O	5	.	0.4%	-21	.	0	0%	.	.	.	.
COc1ccccc1CC(=O)NCc1ccc2c(c1)OCO2	17	3	2.6%	4	-1%	-6	2%	-5%	-5	-1%	0%
COc1ccccc1OCCNC(=O)c1ccc(S(=O)(=O)N(C)C)cc1	-10	-1	-1.1%	-3	-1%	-15	0%	2%	0	5%	2%
Cc1[nH]c(=S)c(C#N)c(-c2ccccc2)c1C(=O)Nc1ccccc1	1	16	0.0%	-12	3%	2	4%	.	0	-3%	-9%
CCOC(=O)N1CCN(C(=O)c2cc(COc3ccc4ncccc4c3)on2)CC1	47[activator]	0	0.4%	0	2%	-3	-1%	-14%	3	6%	0%
C=CCSc1nnc(NC(=O)C2CC(=O)N(Cc3ccc(C)cc3)C2)s1 (stereo not given)	1	.	0.4%	-1	.	-4	0%	.	12	.	.
COc1cc(/C=C2\SC(=S)N(CC(=O)O)C2=O)ccc1OS(=O)(=O)c1ccc(C)cc1	-9	.	-0.9%	22	.	13	-3%	.	1	.	.
C=CCn1c(Cc2ccccc2)nc2c(cnn2-c2ccccc2)c1=O	-11	3	-0.8%	-13	0%	9	1%	?	?	4%	.
CN(Cc1nc(-c2cccnc2)no1)S(=O)(=O)c1ccc(Br)cc1	-10	-2	-0.1%	14	3%	-10	0%	-7%	-5	-2%	-19%
COc1ccc(CCNC(=O)CN(C)S(=O)(=O)c2ccc3c(c2)CCC(=O)N3)cc1OC	3	3	0.2%	8	3%	-13	4%	5%	3	1%	6%
O=C(CCCN1CCc2[nH]c3ccc(F)cc3c2C1)c1ccc(F)cc1	8	1	-0.6%	-92*	7%	-95*	3%	-15%	2	6%	.
Clc1ccc2nc(CN3CCCCC3)cn2c1	14	5	0.2%	-1	3%	-1	-2%	1%	2	-8%	11%
O=C(O)C(Cc1c[nH]c2ccccc12)N1Cc2ccccc2C1=O (stereo not given)	-11	4	0.8%	18	-2%	-7	11%	21%	0	6%	1%
Cc1ccc(NC(=O)Nc2c(C)n(C)n(-c3ccccc3)c2=O)cc1C	13	-1	-1.1%	-12	-3%	-2	4%	-5%	2	-6%	5%
CCOc1ccc2cc(S(=O)(=O)N3CCN(C)CC3)ccc2c1	-12	1	0.2%	0	0%	7	1%	-11%	3	3%	-8%
Cc1nn(Cc2ccc(C(=O)N3N=C(C(F)F)CC3(O)C(F)F)o2)c(C)c1[N+](=O)[O-] (stereo not given)	-25	1	-0.6%	-1	2%	-17	0%	21%	0	2%	-7%
COc1ccc(CNC(=O)c2c(O)c3ccccc3n(C)c2=O)cc1OC	-2	5	-0.4%	1	2%	-19	2%	9%	7	1%	13%
COC(=O)[C@]1(C)N[C@H](CN(C)C(=O)c2ccc(C(C)(C)C)cc2)[C@@H]2C(=O)N(C)C(=O)[C@@H]21	-16	.	-1.0%	-14	.	3	1%	.	.	.	.
CCC(=O)Nc1sc2c(c1C(N)=O)CCN(Cc1ccccc1)C2	0	-1	0.2%	1	.	-2	8%	1%	29	.	2%
CCC(=NNC(=O)c1ccc2c(c1)nc(C)n2CC)c1cc(F)ccc1O	10	.	-0.5%	-9	.	-9	4%	.	.	.	.
Cc1ccc(CNS(=O)(=O)NCc2ccccc2F)cc1	-8	1	0.3%	.	12%	-14	-2%	-13%	12	0%	0%

Source: PubChem (National Center for Advancing Translational Sciences (NCATS))

Some of the compounds tested, so the mix of outcomes need not match the whole.
